Dyrk1A ADPGlo – rat Dyrk1A kinase inhibitors, primary screen, biochemical, single point, plate reader; inhibition, % at 12.5 µM; Dual specificity tyrosine-phosphorylation-regulated kinase 1A (Rattus norvegicus), Q63470; ADP-Glo luminescence, NFATc1 peptide; AID 504441, 2011; 310,000 tested, 0.43% active; in the data active = inhibition above about 50%;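 also: plate controls were vehicle with enzyme for no effect and no enzyme for full effect; many of its hits are not listed in these tables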
KCNK3 inh – human KCNK3 channel inhibitors, primary screen, CHO cells, FluxOR thallium flux, B-score; FluxOR fluorescence; active compounds read low; B-score at 10 µM; 340,000 tested, 0.84% active;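 active = B-score under library mean minus 4 SD, starting fluorescence ratio at most library mean plus 5 SD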;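 also: more negative B-score means stronger inhibition of thallium flux through KCNK3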
Target sequence (O14649 whole entry, looked up): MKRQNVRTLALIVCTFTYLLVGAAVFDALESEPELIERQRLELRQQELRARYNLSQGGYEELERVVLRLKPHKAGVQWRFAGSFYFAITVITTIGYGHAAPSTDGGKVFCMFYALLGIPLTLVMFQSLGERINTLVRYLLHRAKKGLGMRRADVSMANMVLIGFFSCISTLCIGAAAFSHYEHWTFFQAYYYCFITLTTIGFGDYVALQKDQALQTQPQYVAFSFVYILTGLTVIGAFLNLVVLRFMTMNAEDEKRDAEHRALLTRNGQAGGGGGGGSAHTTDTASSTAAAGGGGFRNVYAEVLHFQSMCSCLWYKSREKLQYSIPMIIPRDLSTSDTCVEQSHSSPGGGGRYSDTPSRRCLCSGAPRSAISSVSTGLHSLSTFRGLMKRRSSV
Starred values were filed as active, the others as inactive; i = inactive. Only part of the results is shown (hit frequency here may not be typical).

compound	Dyrk1A ADPGlo	KCNK3 inh
CC(C)C(=O)COc1c2occc2cc2ccc(=O)oc12	13	i
O=C(OCc1c(-c2ccccc2)ncc2ccccc12)c1ccc(Cl)cc1Cl	9	i
O=C(Cc1ccc(NC(=O)C2CCCN(C(=O)C3CCCC3)C2)cc1)Nc1cccc(C(=O)N2CCCC2)c1 (stereo not drawn)	-2	i
COc1ccc(NC(=O)c2cccc3c2C(=O)c2ccc(-c4cnc(OC)nc4)cc2S3(=O)=O)cc1	14	i
CC(=O)Nc1ccc(NC(=O)C(C)OC(=O)C2(c3ccccc3F)CCCC2)cc1 (stereo not drawn)	-2	i
O=C1CCC/C=C\C[C@@H](CC(=O)N(CCO)Cc2ccccc2)C(=O)N[C@H](c2ccccc2)CO1	7	i
CCN1C[C@@H]2[C@@H]3C(=O)N(Cc4ccccc4)C(=O)[C@@H]3[C@](C)(C(=O)OC)N2C1=NC1CCCCC1	-2	i
Cc1ccc(NC(=O)CNC(=O)c2ccc(OC(F)F)cc2)cc1S(=O)(=O)N1CCCCCC1	-3	i
COc1cc(C(c2sc3nc(C)nn3c2O)N2CCC3(CC2)OCCO3)cc(OC)c1OC (stereo not drawn)	-2	i
CCC(C)[C@H]1CNCCN1CCC12CC3CC(CC(C3)C1)C2 (stereo partly drawn)	8	i

Shown with two lines to a compound: 5 of the compounds above.
Value order: Dyrk1A ADPGlo, KCNK3 inh
- O=C1CCC/C=C\C[C@@H](CC(=O)N(CCO)Cc2ccccc2)C(=O)N[C@H](c2ccccc2)CO1
    7, i
- CCN1C[C@@H]2[C@@H]3C(=O)N(Cc4ccccc4)C(=O)[C@@H]3[C@](C)(C(=O)OC)N2C1=NC1CCCCC1
    -2, i
- Cc1ccc(NC(=O)CNC(=O)c2ccc(OC(F)F)cc2)cc1S(=O)(=O)N1CCCCCC1
    -3, i
- COc1cc(C(c2sc3nc(C)nn3c2O)N2CCC3(CC2)OCCO3)cc(OC)c1OC (stereo not drawn)
    -2, i
- CCC(C)[C@H]1CNCCN1CCC12CC3CC(CC(C3)C1)C2 (stereo partly drawn)
    8, i

Next records follow.
compound	Dyrk1A ADPGlo	KCNK3 inh
CC(=O)N1CCN(Cc2nc3cc(NC(=O)c4ccc(Cl)cc4)ccc3n2C)CC1	6	i
COc1ccc(C2=CC(=O)CC(C)(C)C2)cc1OC	6	i
Cc1ccc(-c2cc(C(=O)OCC(=O)NC3CC3)c3ccccc3n2)cc1	2	i
CCSc1nnc(SCC(=O)Nc2cc(C)on2)s1	-5	i
C[C@H]1CN([C@@H](C)CO)C(=O)c2cccc(NC(=O)Nc3ccc(C(F)(F)F)cc3)c2O[C@H]1CN(C)C	-1	i
CC(C)Cn1cnc2c(Sc3c([N+](=O)[O-])ncn3C)nc(N)nc21	-7	i
COC(=O)CCC(=O)N1CCc2cc(S(=O)(=O)N3CCN(c4ccccc4Cl)CC3)ccc21	-3	i
COc1ccc2cc(C[C@@H]3CC[C@@H](CO)O3)ccc2c1	-1	i
COc1ccc(C(=O)Nc2cccc(C(=O)Nc3cc(C)ccn3)c2)cc1	-7	i
O=[N+]([O-])c1cccc(C=NNC(=S)NC23CC4CC(CC(C4)C2)C3)c1	6	i

Following part.
compound	Dyrk1A ADPGlo	KCNK3 inh
Cc1c(NC(=O)c2ccc(NS(=O)(=O)c3cccc([N+](=O)[O-])c3)cc2)c(=O)n(-c2ccccc2)n1C	-4	i
CCCc1nc2sc3ccccc3c(=O)c2c(=O)n1Cc1ccccc1	4	i
c1ccc(-c2cnc(C3CCCCC3)o2)cc1	2	i
COc1cccc2c1cc1c(=O)n(CC(=O)N3CCCC3)nc(C)n12	-5	i
COc1ccc(OC)c(-n2c(SCC(=O)NCC3CCCO3)nc3ccccc3c2=O)c1 (stereo not drawn)	3	i
CN(Cc1ccc(F)cc1)C(=O)CNC(=O)c1cccs1	0	i
Cc1cc(NC(=O)CCC(=O)N(CC(=O)NC2CCCC2)Cc2ccccc2Cl)no1	1	i
c1ccc(Oc2ncnc3ccccc23)cc1	8	i
Cn1c(=O)c2ncn(CC(=O)Nc3cccc(-c4nc5ccccc5s4)c3)c2n(C)c1=O	4	i
CC(C)(C)OC(=O)N[C@H](C(=O)OC(C)(C)C)c1ccc(Br)cc1	1	i

(more compounds)
compound	Dyrk1A ADPGlo	KCNK3 inh
O=C(NCC1CCCO1)C1CCN(S(=O)(=O)c2cccc3cccnc23)CC1 (stereo not drawn)	-5	i
Cc1nc(SCc2nc3cc(Cl)c(F)cc3[nH]2)c2oc3ccccc3c2n1	0	i
COc1cc(N/C=C(\C(C)=O)c2ccccc2)cc(OC)c1	4	i
COc1ccc(Br)cc1CNc1ccc(O)cc1	-5	i
C[C@@H]1COC(=O)[C@H](Cc2ccc(F)cc2)CC/C=C/C[C@@H](CC(=O)N[C@@H](CO)Cc2ccccc2)C(=O)N1	16	i
COC(=O)c1ccc2c(c1)C(NC(C)=O)CCc1cc(OC)c(OC)c(OC)c1-2 (stereo not drawn)	4	i
O=C(NCCNCc1cccc(Cl)c1)c1ccco1	18	i
Cc1ccc(NS(=O)(=O)c2cccc(C(=O)N3CCN(C(=O)c4ccco4)CC3)c2)cc1	8	i
CC(C)(C)OC(=O)Nc1ccc([C@H](NC(=O)OC(C)(C)C)C(=O)OC(C)(C)C)cc1	13	i
COc1ccc(NC(=O)N(C)C[C@H]2Oc3ccc(NC(=O)Cn4cnnn4)cc3C(=O)N([C@H](C)CO)C[C@@H]2C)cc1	7	i

Following part
compound	Dyrk1A ADPGlo	KCNK3 inh
CN(Cc1ccccc1)C(=O)c1ccc(NC(=O)Cc2cccc(NC(=O)C3CCCN(C(=O)C4CCCC4)C3)c2)cc1 (stereo not drawn)	8	i
NC(=O)c1nc(C(=O)N2CCCCC2)c2ccccc2n1	5	i
C[C@]12c3[nH]c4cc(-c5ccco5)ccc4c3CCN1C(=O)[C@@H](CC(=O)NCCC1=CCCCC1)C[C@@H]2C(=O)N1CCCCC1	-12	i
CCOC(=O)C1=C(C(=O)OCC)N(CC2CCCCC2)CCC1=O	5	i
O=C1NC(=O)c2cc3ccccc3cc21	42	i
C/C=C(\C)C(=O)O[C@@H]([C@H](O)c1cc2ccc(=O)oc2cc1OC)C(C)(C)O	-1	i
COc1ccccc1CNC(=O)CN(C)CC(=O)Nc1ccccc1Br	-1	i
CN(C(=O)c1cccc(NC(=O)Cc2ccc(NC(=O)C3CCCN(C(=O)C4CCCCC4)C3)cc2)c1)C1CCC1 (stereo not drawn)	-4	i
CC(C)(C)OC(=O)NCc1ccc(CNC(=O)c2nc[nH]c2C(=O)NCc2ccc(CNC(=O)OC(C)(C)C)cc2)cc1	-8	i
CC(OC(=O)C1CCN(c2ccc(C(F)(F)F)cn2)CC1)C(=O)NC1CCCCC1C (stereo not drawn)	-1	i

(more compounds)
compound	Dyrk1A ADPGlo	KCNK3 inh
O=C(N/N=C/c1coc2ccccc2c1=O)c1cc(O)cc(O)c1	14	i
O=c1cc(-c2ccc(O)cc2)oc2c(O)c(O)c(O)c(O)c12	54*	i
Cc1c(NS(=O)(=O)c2cccc(C(=O)N3CCC(C(N)=O)CC3)c2)c(=O)n(-c2ccccc2)n1C	-2	i
O=C(COC(=O)Cc1c(Cl)cccc1Cl)NCc1ccco1	-2	i
COC(=O)c1cccc(NC(=O)CN2C(=O)C3CCCCC3C2=O)c1 (stereo not drawn)	16	i
O=C1C=C(c2ccc(Oc3ccccc3)cc2)C[C@@H](c2ccc3c(c2)OCO3)C1	2	i
c1ccc(CNCCCNCCCCNCCCNCc2ccccc2)cc1	0	i
CC(=O)NCCc1ccc(C(=O)COC(=O)c2ccco2)cc1	2	i
CS(=O)(=O)c1ccc(Cl)c(NC(=O)CN2CCN(S(=O)(=O)/C=C/c3ccccc3)CC2)c1	-5	i
CCOC(=O)[C@H]1[C@H]2COc3ccc(OC)cc3[C@@H]2N2C(=O)c3ccc(F)cc3NC(=O)[C@@]12C	9	i

The results go on:
compound	Dyrk1A ADPGlo	KCNK3 inh
CCOC(=O)C1=C(c2ccccc2)c2ccccc2N(S(=O)(=O)C(F)(F)F)C1C(=O)OCC (stereo not drawn)	-1	i
Cc1ccc(-n2c(SCC(=O)c3c(N)n(C4CC4)c(=O)[nH]c3=O)nnc2N2CCOCC2)cc1	-4	i
O=C(CCCc1ccccn1)c1ccccc1	3	i
COc1ccc(-c2cc3ccc(F)cc3cn2)cc1	-14	i
Cc1ccccc1NC(=O)COC(=O)CCC(=O)c1cccs1	-1	i
Cc1ccc(C(=O)OCC(=O)N2CCNC2=O)c(C)c1	2	i
O=C(Cc1ccc(F)cc1)N[C@@H]1c2ccccc2CC[C@@H]1OCc1ccccc1	-1	i
CCSc1ccc([C@@H]2[C@H]3C(=O)N(C)C(=O)[C@H]3[C@]3(C(=O)OC)CCCCN23)cc1	16	i
Cc1ccc(S(=O)(=O)N2CCOCC2)cc1NC(=O)COc1ccccc1Cc1ccccc1	-5	i
O=C(COc1ccc(Br)cc1CO)Nc1ccc(S(=O)(=O)N2CCCC2)cc1	9	i

New compounds follow.
compound	Dyrk1A ADPGlo	KCNK3 inh
COc1ccc([C@H]2CC(=O)C=C(c3ccc(Cl)cc3C)C2)cc1	3	i
COc1cc(CC(=O)OCC(=O)c2ccc(F)cc2)cc(OC)c1OC	5	i
N#Cc1ccc(OCC(=O)Nc2ccc(N3CCCC3)cc2)cc1	-2	i
c1ccc(CC[C@@H]2CC[C@@H](CCc3ccccc3)N2)cc1	-8	i
O=C(COC(=O)c1c[nH]c(=O)[nH]c1=O)Nc1cccc([N+](=O)[O-])c1	1	i
Cc1ccc(S(=O)(=O)NCc2ccccc2)cc1C(=O)NCCc1ccc(S(N)(=O)=O)cc1	8	i
O=C(OCC(=O)N1N=C(c2ccc(Cl)cc2)CC1c1ccco1)c1cncc(Br)c1 (stereo not drawn)	-2	i
Cc1cc(Br)ccc1NC(=O)CN(C)C(=O)C1=COCCO1	-3	i
O=S(=O)(NC1CCN(S(=O)(=O)c2ccc3c(c2)OCCO3)C1)c1c(F)cccc1F (stereo not drawn)	-2	i
CCSc1ccc([C@@H]2[C@H]3C(=O)N(C)C(=O)[C@H]3[C@]3(C(=O)OC)CCCCN23)cc1OC	10	i

Further compounds follow.
compound	Dyrk1A ADPGlo	KCNK3 inh
O=C(ONC(=O)C1C2C=CC(C2)C1C(=O)NOC(=O)c1ccccc1)c1ccccc1 (stereo not drawn)	-6	i
Cc1ccc(S(=O)(=O)N2CCCN(C(=O)CNC(=O)c3ccccc3)CC2)cc1	0	i
Cc1noc(C)c1NC(=O)Nc1ccc2c(c1)C(=O)N([C@H](C)CO)C[C@H](C)[C@@H](CN(C)C(=O)NC1CCCCC1)O2	-1	i
c1ccc2c(c1)-c1nc3ccccc3cc1C2N1CCOCC1 (stereo not drawn)	-6	i
O=C(CC(=O)c1ccccc1)c1ccccc1	-4	i
CCCS(=O)(=O)N1CCC(C(=O)NCC2CCCO2)CC1 (stereo not drawn)	-21	i
Cc1ccc(NC(=O)C2CCCN2C(=O)c2cccs2)cc1C (stereo not drawn)	4	i
COC(=O)[C@]1(Cc2ccccc2)N[C@H](CN(C)S(=O)(=O)c2ccc(-c3ccccc3)cc2)[C@@H]2C(=O)N(C)C(=O)[C@@H]21	-2	i
COc1cc(Cl)c(C)cc1NC(=O)CSC1=NCCS1	4	i
COC(=O)C1=C(C)N(Cc2ccccc2)C(=S)N[C@H]1c1ccc(Br)cc1	-10	i

The results go on:
compound	Dyrk1A ADPGlo	KCNK3 inh
NC1=NC(=O)NC1(c1ccccc1)c1ccccc1	0	i
CN(C)C(=O)CSc1nnc(-c2ccco2)n1-c1ccccc1	-1	i
CC(C)c1ccc(S(=O)(=O)N2CCN(C(=O)c3cccc(S(=O)(=O)N4CCOCC4)c3)CC2)cc1	-3	i
CC1CCCC(NC(=O)COC(=O)c2cccnc2Cl)C1C (stereo not drawn)	1	i
COc1ccccc1Oc1ccc2c(c1)C(=O)N(c1ccc(O)cc1)C2=O	-2	i
CCN1Cc2ccccc2-c2ccccc2S1(=O)=O	0	i
O=C(NCCc1nc(-c2ccc(F)cc2)no1)c1ccc(F)cc1	-2	i
CNC(=O)OCN1C(=O)C2CC=CCC2C1=O (stereo not drawn)	5	i
O=C(c1ccc([N+](=O)[O-])o1)N1CCCCCC1	3	i
CCCn1c(SCC(=O)c2c(N)n(C3CC3)c(=O)[nH]c2=O)nc2cc(S(N)(=O)=O)ccc21	0	i

Dyrk1A ADPGlo, what is marked active above
compound	Dyrk1A ADPGlo	KCNK3 inh
O=c1cc(-c2ccc(O)cc2)oc2c(O)c(O)c(O)c(O)c12	54*	i

The results go on:
compound	Dyrk1A ADPGlo	KCNK3 inh
C#CCOCCOCCOCCNc1nc(N2CCN(C(=O)[C@H](CCCCN)n3cc(CN)nn3)CC2)nc(N2CCN(C(=O)[C@H](CCC(=O)O)n3cc([C@@H](N)[C@H](C)CC)nn3)CC2)n1	-2	i
COc1ccccc1-c1oc2ccccc2c1C#CCCCCO	5	i
NC(=O)c1ccc(NC(=O)COC(=O)CC23CC4CC(CC(Br)(C4)C2)C3)cc1	-11	i
O=C(CN1C(=O)NC2(CCCCC2)C1=O)Nc1cccc2ncccc12	2	i
CC1CC1C(=O)OCC(=O)N(C)CC(=O)Nc1ccc(F)cc1 (stereo not drawn)	-1	i

Given field by field: entries from further up
> C#CCOCCOCCOCCNc1nc(N2CCN(C(=O)[C@H](CCCCN)n3cc(CN)nn3)CC2)nc(N2CCN(C(=O)[C@H](CCC(=O)O)n3cc([C@@H](N)[C@H](C)CC)nn3)CC2)n1
  Dyrk1A ADPGlo = -2 | KCNK3 inh = i
> COc1ccccc1-c1oc2ccccc2c1C#CCCCCO
  Dyrk1A ADPGlo = 5 | KCNK3 inh = i
